Screens (PubChem)
JMJD2E inh: qHTS Assay for Inhibitors of Human Jumonji Domain Containing 2E (JMJD2E); Lysine-specific demethylase 4E (Homo sapiens), B2RXH2; JMJD2E catalytic domain, FDH-coupled NADH fluorescence (FDH is formaldehyde dehydrogenase); Potency, µM (series often up to 57.1 µM), inactives show at the highest dose activity change, negative = inhibition, most hits filed as inhibitors; 230,000 compounds, 1.6% hits; AID 2147, 2009; active = well fitted inhibition curve with a large enough effect, not every such curve was filed as active; inconclusive = small, poorly fitted or top-dose-only effect, or another doubt; inactive = no such curve, though single readings can be large or run the other way;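 note: 0% = wells with enzyme and -100% = buffer wells without enzyme; nearly all actives have a fitted effect of over 50% in size; many of its hits are not listed in these tables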
TexasRed fluor: Total Fluorescence Counterscreen for Inhibitors of the Interaction of Thyroid Hormone Receptor and Steroid Receptor Coregulator 2 | Potency, µM (series often up to 106 µM), for inactives: at the top dose fluorescence change, negative = quenching | 280,000 compounds, 0.29% hits | TRb/SRC2 Texas Red total fluorescence interference; active = well fitted curve in either direction with a large enough effect; inconclusive = small, poorly fitted or top-dose-only effect
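Human TRb ligand-binding domain at 0.6 uM with 20 nM Texas Red SRC2 peptide in Tris buffer containing 1 uM T3 and 5% DMSO, incubated with compound 5 h at ambient temperature. Total fluorescence (555/632 nm) calculated as parallel + 2 × perpendicular.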
RECQ1 inh: qHTS Assay for Inhibitors of RecQ-Like Dna Helicase 1 (RECQ1) | ATP-dependent DNA helicase Q1 (Homo sapiens), P46063 | RECQ1 DNA unwinding, red fluorescence kinetic read | Potency, µM (top dose mostly 57.3 µM), without a hit: at the top dose activity, negative = inhibition, hits mostly inhibitors | 240,000 compounds, 0.54% hits | AID 2549, 2010;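 note: plate controls were vehicle for no effect and no enzyme for full effect; nearly all actives have a fitted effect of over 30% in size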
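50 nM RECQ1T1 preincubated 15 min with compound in Tris pH 8.0 buffer with MgCl2, DTT, Tween-20 and 2.5 ug/ml poly(dI-dC); started with 200 nM TAMRA/BHQ-2 forked duplex and 2 mM ATP. Unwinding read as fluorescence (525/598 nm), two reads 2 h apart.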
TRb-SRC2 inh: qHTS for Inhibitors of the Interaction of Thyroid Hormone Receptor and Steroid Receptor Coregulator 2; Thyroid hormone receptor beta (Homo sapiens), P10828; TRbeta-SRC2 peptide binding, fluorescence polarization; receptor liganded with 1 µM T3; Potency, µM (doses to about 106 µM), for inactives: at the highest dose activity change, negative = inhibition, actives largely listed as inhibitors; 280,000 compounds, 0.065% hits; AID 1469, 2008;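 note: plate controls were bound peptide for no effect and peptide without receptor for full effect; nearly all actives have a fitted effect of over 50% in size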
Target sequence (P10828 whole entry, looked up): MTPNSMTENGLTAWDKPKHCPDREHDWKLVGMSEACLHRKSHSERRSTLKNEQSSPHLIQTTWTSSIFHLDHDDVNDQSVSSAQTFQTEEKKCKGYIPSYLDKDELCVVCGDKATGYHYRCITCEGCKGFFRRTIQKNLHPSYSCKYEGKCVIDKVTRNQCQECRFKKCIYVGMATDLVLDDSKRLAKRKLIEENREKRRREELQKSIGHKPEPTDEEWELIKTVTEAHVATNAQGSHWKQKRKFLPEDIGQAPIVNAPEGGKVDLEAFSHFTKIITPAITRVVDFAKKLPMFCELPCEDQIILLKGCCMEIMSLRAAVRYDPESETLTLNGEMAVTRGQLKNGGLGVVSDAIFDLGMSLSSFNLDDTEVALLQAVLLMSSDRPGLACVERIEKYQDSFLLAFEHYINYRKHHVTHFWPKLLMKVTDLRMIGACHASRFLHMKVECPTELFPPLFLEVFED
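Fluorescence polarization of 20 nM Texas Red SRC2 peptide with 0.6 uM human TRb ligand-binding domain, in Tris buffer with 1uM T3 and 5% DMSO. Incubated 5 hr ambient; normalized to unbound and bound controls.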
L3MBTL1 block: qHTS Assay for the Inhibitors of L3MBTL1; Lethal(3)malignant brain tumor-like protein 1 (Homo sapiens), Q9Y468; AlphaScreen L3MBTL1–H3K9me1 peptide binding; Potency, µM (highest dose often 57.1 µM), for the others: at the top dose activity, negative = inhibition, usual class: inhibitors; 230,000 compounds, 0.66% hits; note: nearly all actives have a fitted effect of over 60% in size
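L3MBTL1 (50 nM) pre-complexed 30 min with biotinylated H3(1-15)K9me1 peptide (75 nM), then compounds added for 30 min at room temperature; AlphaScreen streptavidin donor/nickel chelate acceptor beads (10 ug/mL final) read after 30 min dark incubation.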
RGS12 GoLoco inh: qHTS Assay for Inhibitors of RGS12 GoLoco Motif Activity (Red Fluorophore) | Gai1:RGS12 GoLoco peptide FP, rhodamine, 10 min | Potency, µM (highest dose often 61.6 µM), for inactives: at the highest dose activity, negative = inhibition, actives largely listed as inhibitors | 230,000 compounds, 0.44% hits | AID 880, 2007; active = well fitted inhibition curve with a large enough effect, not every such curve was filed as active; inactive = no such curve, though single readings can be large or run the other way; note: nearly all actives have a fitted effect of over 30% in size; many of its hits are not listed in these tables
Target sequence (P63096 whole entry, looked up): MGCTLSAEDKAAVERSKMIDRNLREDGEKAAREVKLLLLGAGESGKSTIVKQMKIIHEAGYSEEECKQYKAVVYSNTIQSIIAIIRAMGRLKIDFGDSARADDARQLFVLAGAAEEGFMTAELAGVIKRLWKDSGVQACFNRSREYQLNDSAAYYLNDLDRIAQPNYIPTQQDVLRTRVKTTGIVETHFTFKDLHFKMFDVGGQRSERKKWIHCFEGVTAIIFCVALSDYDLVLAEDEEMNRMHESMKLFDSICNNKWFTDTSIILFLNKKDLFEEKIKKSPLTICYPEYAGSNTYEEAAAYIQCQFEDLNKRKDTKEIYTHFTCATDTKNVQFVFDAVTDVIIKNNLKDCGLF
Tau ThT inhib: qHTS for Inhibitors of Tau Fibril Formation, Thioflavin T Binding; Microtubule-associated protein tau (Homo sapiens), P10636; recombinant tau K18 P301L, heparin-induced fibrillization, ThT fluorescence; Potency, µM (top dose mostly 57.4 µM), without a hit: at the highest dose activity, negative = inhibition, most hits filed as inhibitors; 270,000 compounds, 2.1% hits; AID 1460, 2008; note: nearly all actives have a fitted effect of over 55% in size
Target sequence (P10636 561-689 P618L limits assumed): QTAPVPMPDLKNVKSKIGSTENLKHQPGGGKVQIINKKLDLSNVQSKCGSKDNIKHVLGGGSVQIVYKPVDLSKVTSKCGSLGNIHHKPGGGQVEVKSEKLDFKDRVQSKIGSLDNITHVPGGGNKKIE
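In this qHTS, human K18 P301L tau is incubated with compound and heparin for 6 hr at 37 C, and Thioflavin T fluorescence then reports fibril load.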
Tau fibril FP: qHTS for Inhibitors of Tau Fibril Formation, Fluorescence Polarization | Potency, µM (titrated, usually from 57.7 µM), inactives show top-dose activity, negative = inhibition, usual class: inhibitors | K18 P301L tau heparin fibrillization, Alexa594 FP, 6 h | 280,000 compounds, 0.39% hits | AID 1468, 2008; note: nearly all actives have a fitted effect of over 55% in size
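Heparin (20 uM) drove fibril formation of recombinant tau K18 P301L, 15 uM unlabeled with 0.24 uM Alexa 594 label, for 6 hr at 37 C in 100 mM sodium acetate pH 7. Fluorescence polarization (555/632 nm) read 1 hr after 30 uM ThT.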
An asterisk follows results filed as active; [ ] = dose if it differs, or a comment. Unless noted, calls come from the whole dose curve; as a rule, active = well fitted curve in the direction sought with a large enough effect; inconclusive = small, poorly fitted or top-dose-only effect, or another doubt; inactive = no such curve, though single readings can be large; an effect the other way counts as inactive or inconclusive. Unless noted, % is set by controls: 0 for no effect and ±100 for the full control effect; potency is the fitted concentration of half-maximal effect. The list is partial; the hit share may differ from the screen's.

How did O=C(N/N=C1/C[C@@H](O)[C@@H](O)[C@@H]2[C@@H]3C(=O)N(Cc4ccc5c(c4)OCO5)C(=O)[C@H]3CC[C@H]12)OCc1ccccc1 do in these assays?
TexasRed fluor: -1%[11.2 µM]; RECQ1 inh: inactive[11.5 µM]; TRb-SRC2 inh: -4%[11.2 µM]; Tau ThT inhib: -5%[11.5 µM]; Tau fibril FP: -3%[11.6 µM]

What do the screens show for `O=[N+]([O-])c1ccc(N2CCC(=NOCc3ccc(Cl)cc3)CC2)cc1`?
JMJD2E inh: -3%; TexasRed fluor: -2%; RECQ1 inh: -11%; TRb-SRC2 inh: 0%; L3MBTL1 block: -5%; RGS12 GoLoco inh: 11%; Tau ThT inhib: inconclusive; Tau fibril FP: -1%

Results for COc1ccc(OC)c(S(=O)(=O)Nc2cc3c(C(C)=O)c(C)oc3c3ccccc23)c1 ?
TexasRed fluor: -6%; TRb-SRC2 inh: 5%; Tau ThT inhib: -12%; Tau fibril FP: -9%

Results for CC1=NN(c2nc3ccccc3[nH]2)C(=O)/C1=C/N(C)C ?
JMJD2E inh: -15%; TexasRed fluor: -8%; RECQ1 inh: -6%; TRb-SRC2 inh: 1%; RGS12 GoLoco inh: 9%; Tau ThT inhib: inconclusive; Tau fibril FP: 1%

What do the screens show for `CCCCc1cc(=O)oc2c(CN3CCCC3)c(O)c(Cl)cc12`?
JMJD2E inh: inconclusive; TexasRed fluor: 0%; RECQ1 inh: inactive; TRb-SRC2 inh: -5%; RGS12 GoLoco inh: -6%; Tau ThT inhib: -14%; Tau fibril FP: 16%

What do the screens show for `COc1ccc(CCNC(=O)CSc2nnc(-c3ccc(F)cc3)c3ccccc23)cc1OC`?
JMJD2E inh: -4%; TexasRed fluor: -2%[53 µM]; RECQ1 inh: 1%; TRb-SRC2 inh: 5%[53 µM]; L3MBTL1 block: -18%; RGS12 GoLoco inh: -3%; Tau ThT inhib: -10%; Tau fibril FP: -3%

How did COC(=O)CSc1nc(-c2ccccc2)nc2ccc(F)cc12 do in these assays?
JMJD2E inh: 4%; TexasRed fluor: 3%; RECQ1 inh: inactive; TRb-SRC2 inh: 1%; L3MBTL1 block: 12%; RGS12 GoLoco inh: -1%; Tau ThT inhib: 5%; Tau fibril FP: -10%

How did CCOC(=O)c1cccc(NS(=O)(=O)c2ccc(-c3coc(C)n3)cc2)c1 do in these assays?
TexasRed fluor: 1%; TRb-SRC2 inh: 0%; Tau ThT inhib: -8%; Tau fibril FP: -3%

How did Cc1ccccc1CC1(CO)CCCN(C(=O)c2cc(-c3ccccc3)no2)C1 (stereo not given) do in these assays?
JMJD2E inh: 5%; TexasRed fluor: -2%[53 µM]; RECQ1 inh: -17%; TRb-SRC2 inh: -3%[53 µM]; L3MBTL1 block: 3%; RGS12 GoLoco inh: 27%; Tau ThT inhib: -14%; Tau fibril FP: 7%

How did CCOC(=O)c1oc2ccccc2c1NC(=O)c1ccc(S(=O)(=O)N(C)C)cc1 do in these assays?
JMJD2E inh: 230%[activator]; TexasRed fluor: 0%; RECQ1 inh: 1%; TRb-SRC2 inh: -3%; L3MBTL1 block: 7%; RGS12 GoLoco inh: 3%; Tau ThT inhib: 8%; Tau fibril FP: inconclusive

Results for CCCCC(=O)Nc1ccc(C(=O)NNC(=O)CCc2ccccc2)cc1 ?
JMJD2E inh: -3%; TexasRed fluor: -2%; RECQ1 inh: -22%; TRb-SRC2 inh: -2%; L3MBTL1 block: -10%; RGS12 GoLoco inh: 62%[activator]; Tau ThT inhib: 1%; Tau fibril FP: 8%

How did c1ccc(-n2c(-c3ccncc3)nnc2-c2cccs2)cc1 do in these assays?
JMJD2E inh: inconclusive; TexasRed fluor: 2%; RECQ1 inh: 3%; TRb-SRC2 inh: 5%; L3MBTL1 block: -1%; RGS12 GoLoco inh: -1%; Tau ThT inhib: -12%; Tau fibril FP: 4%

Results for COc1ccccc1NC(CC(=O)c1ccccc1)C(=O)OCC(=O)c1ccc(C)cc1 (stereo not given) ?
JMJD2E inh: -6%; TexasRed fluor: 1%; RECQ1 inh: -8%; TRb-SRC2 inh: -1%; L3MBTL1 block: -3%; RGS12 GoLoco inh: -7%; Tau ThT inhib: -17%; Tau fibril FP: inconclusive

Results for CCOC(=O)N1C2=NC(C(=O)OC)=C(C(=O)OC)[C@@H]3N(C)c4ccc(OC)cc4[C@]23C[C@H]1C(=O)OC ?
JMJD2E inh: 13%[11.4 µM]; TexasRed fluor: -3%[11.2 µM]; RECQ1 inh: -10%[11.5 µM]; TRb-SRC2 inh: 5%[11.2 µM]; RGS12 GoLoco inh: 3%[14.2 µM]; Tau ThT inhib: 3%[11.5 µM]; Tau fibril FP: 4%[11.6 µM]

How did COc1cccc2cc(C(C)N(CCCN3CCOCC3)C(=S)Nc3cc(C)cc(C)c3)oc12 (stereo not given) do in these assays?
JMJD2E inh: 6%; TexasRed fluor: 0%; RECQ1 inh: inactive; TRb-SRC2 inh: 3%; L3MBTL1 block: -17%; RGS12 GoLoco inh: -6%; Tau ThT inhib: -5%; Tau fibril FP: 7%

Results for CN(Cc1nc(Cc2ccccc2F)no1)[C@@H]1CS(=O)(=O)C[C@H]1O ?
JMJD2E inh: 12%; TexasRed fluor: -1%; RECQ1 inh: 4%; TRb-SRC2 inh: -8%; L3MBTL1 block: 0%; RGS12 GoLoco inh: 13%; Tau ThT inhib: -4%; Tau fibril FP: 2%

Results for O=C(Cc1ccccc1)NNC1CC(=O)N(c2ccc(Oc3ccccc3)cc2)C1=O (stereo not given) ?
JMJD2E inh: -5%; TexasRed fluor: 3%; RECQ1 inh: 9%; TRb-SRC2 inh: -8%; L3MBTL1 block: -2%; RGS12 GoLoco inh: -1%; Tau ThT inhib: -8%; Tau fibril FP: 5%

What do the screens show for `CC1C(=O)C(C)C(c2ccc3c(c2)OCO3)NC1c1ccc2c(c1)OCO2` (stereo not given)?
JMJD2E inh: -9%; TexasRed fluor: 1%; RECQ1 inh: -14%; TRb-SRC2 inh: 4%; L3MBTL1 block: -6%; Tau ThT inhib: -8%; Tau fibril FP: -2%

How did Cc1[nH]c2ccc(-c3n[nH]c(=S)n3-c3ccc(Br)cc3)cc2c1C do in these assays?
JMJD2E inh: -4%; TexasRed fluor: -1%; RECQ1 inh: inactive; TRb-SRC2 inh: 5%; L3MBTL1 block: 3%; RGS12 GoLoco inh: 11%; Tau ThT inhib: -9%; Tau fibril FP: 3%

Results for CCOC(=O)C1CCCN(c2nc3ccccc3nc2C(C#N)C(=O)OCC)C1 (stereo not given) ?
JMJD2E inh: inconclusive; TexasRed fluor: -3%; RECQ1 inh: inactive; TRb-SRC2 inh: 0%; L3MBTL1 block: -2%; RGS12 GoLoco inh: 7%; Tau ThT inhib: inconclusive; Tau fibril FP: -7%

How did Cc1cccc(N(CC(=O)NCCSc2ccc(Cl)cc2)S(=O)(=O)c2ccccc2)c1C do in these assays?
TexasRed fluor: -1%; TRb-SRC2 inh: 7%; Tau ThT inhib: -6%; Tau fibril FP: -7%

What do the screens show for `CC1CCN(C(c2ccccc2)c2nnnn2C(C)(C)C)CC1` (stereo not given)?
JMJD2E inh: 1%; TexasRed fluor: -9%; RECQ1 inh: -7%; TRb-SRC2 inh: -3%; RGS12 GoLoco inh: -6%; Tau ThT inhib: -4%; Tau fibril FP: -7%

What do the screens show for `Cc1ccc(C2CC(c3cccc(Cl)c3)n3nc(N)nc3N2)cc1` (stereo not given)?
JMJD2E inh: 2%; TexasRed fluor: 1%; RECQ1 inh: inactive; TRb-SRC2 inh: 9%; L3MBTL1 block: 0%; RGS12 GoLoco inh: 12%; Tau ThT inhib: inconclusive; Tau fibril FP: 1%

How did Cc1ccc(N/C(=N/S(=O)(=O)c2cccs2)c2ccccc2)c(C)c1 do in these assays?
JMJD2E inh: 6%; TexasRed fluor: 2%; RECQ1 inh: -20%; TRb-SRC2 inh: -4%; RGS12 GoLoco inh: 7%; Tau ThT inhib: -8%; Tau fibril FP: -4%

Results for O=C(CSc1oc(-c2ccco2)nc1S(=O)(=O)c1ccc(Cl)cc1)c1ccccc1 ?
TexasRed fluor: 6%; TRb-SRC2 inh: 7%; Tau ThT inhib: -12%; Tau fibril FP: inconclusive

Results for COc1cc(OC)cc(-c2nc3nc(C)c(CCC(=O)NCc4ccco4)c(C)n3n2)c1 ?
JMJD2E inh: 0%; TexasRed fluor: -2%; RECQ1 inh: -7%; TRb-SRC2 inh: 0%; L3MBTL1 block: -7%; RGS12 GoLoco inh: -3%; Tau ThT inhib: -15%; Tau fibril FP: -3%

What do the screens show for `O=C(O)c1cccc(Cl)n1`?
JMJD2E inh: 1%; TexasRed fluor: -2%; RECQ1 inh: -1%; TRb-SRC2 inh: 2%; L3MBTL1 block: -13%; RGS12 GoLoco inh: -1%; Tau ThT inhib: 0%; Tau fibril FP: -2%

2 records drawn at random from the list so far, as already listed:
Results for COc1cc(OC)cc(-c2nc3nc(C)c(CCC(=O)NCc4ccco4)c(C)n3n2)c1 ?
JMJD2E inh: 0%; TexasRed fluor: -2%; RECQ1 inh: -7%; TRb-SRC2 inh: 0%; L3MBTL1 block: -7%; RGS12 GoLoco inh: -3%; Tau ThT inhib: -15%; Tau fibril FP: -3%

Results for CCOC(=O)C1CCCN(c2nc3ccccc3nc2C(C#N)C(=O)OCC)C1 (stereo not given) ?
JMJD2E inh: inconclusive; TexasRed fluor: -3%; RECQ1 inh: inactive; TRb-SRC2 inh: 0%; L3MBTL1 block: -2%; RGS12 GoLoco inh: 7%; Tau ThT inhib: inconclusive; Tau fibril FP: -7%
